BaF3 parental: reduces parental Ba/F3 cell viability, JAK2V617F counter-screen | CellTiter-Glo ATP luminescence | inhibition, % at 5.6 µM | 1.1% of 220,000 active | AID 1486;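 active = inhibition above a per-campaign cutoff, the mean inhibition of all tested compounds plus 3 SD, cut at about 27% in these data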;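 also: 0% = DMSO wells and 100% = JAK Inhibitor I control wells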
TRPML3 agonist: human mucolipin-3 channel agonism. Q8TDD5. HEK293 TRPML3-YFP, Fluo-8 calcium fluorescence; 100% = the carbachol control signal. activation, % at 3 µM. 0.29% of 220,000 active. AID 1448;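 active = activation above its plate's cutoff, the mean activation of the plate's test wells plus 3 SD, cut at about 12% in these data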;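 also: 0% = DMSO only wells and 100% = carbachol wells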
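Test system – HEK293 line with stable expression of human TRPML3-YFP channel · Control set – carbachol 87 µM final as high control (100%), DMSO as low control (0%) · Signal – Fluo-8 calcium dye fluorescence, ex 470-495, em 515-575 nm · Incubation – 1-h 37 °C dye load, 5-s basal, 120-s post-compound reads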
S1P4 agonist: human S1P4 receptor agonism. 0.35% of 220,000 active. S1P4-expressing cell line, agonist reporter assay. AID 1509. activation, % at 4.98 µM; in the data active = activation above about 11%;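 also: 0% = DMSO vehicle and 100% = reference agonist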
Target sequence (O95977 whole entry, looked up): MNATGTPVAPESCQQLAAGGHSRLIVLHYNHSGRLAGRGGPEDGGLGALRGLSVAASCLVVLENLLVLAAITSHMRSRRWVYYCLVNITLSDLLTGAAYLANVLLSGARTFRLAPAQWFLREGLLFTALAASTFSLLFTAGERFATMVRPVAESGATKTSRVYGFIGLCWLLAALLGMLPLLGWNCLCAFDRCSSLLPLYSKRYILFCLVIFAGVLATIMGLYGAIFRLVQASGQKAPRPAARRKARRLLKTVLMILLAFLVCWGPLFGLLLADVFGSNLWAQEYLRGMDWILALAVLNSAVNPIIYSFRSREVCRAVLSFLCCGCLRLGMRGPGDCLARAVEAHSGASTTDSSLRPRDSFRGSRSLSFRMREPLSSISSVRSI
m-calpain inh: calpain II (pig) inhibition. purified calpain II, fluorogenic peptide substrate, 30 min. inhibition, % at 16 µM. 0.37% of 220,000 active. AID 1236;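 active = inhibition above about 50%, limit read from the data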
S1P4 antag: human S1P4 receptor antagonism; O95977; S1P4-expressing cells, antagonist mode, reporter read-out; inhibition, % at 4.98 µM; 0.26% of 220,000 active; in the data active = inhibition above about 29%;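 also: 0% = wells stimulated with agonist and 100% = vehicle wells without agonist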
TRPN1 ag: zebrafish TRPN1 (NompC) channel agonism. 0.18% of 220,000 active. HEK293 zebrafish TRPN1-YFP, Fluo-8 calcium fluorescence; 100% = response to 87 µM carbachol. activation, % at 3 µM;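 active = activation above its plate's cutoff, the mean activation of test wells on that plate plus 3 SD, cut at about 19% in these data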;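 also: 0% = DMSO alone and 100% = 87 µM carbachol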
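Assay system: Zebrafish TRPN1-YFP in HEK293 cells | Incubation: Dye loading 1 h at 37 °C, then 30 min room temperature | Measured by: Kinetic Fluo-8 fluorescence, ex 470-495, em 515-575 nm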
PERK inhibitor: inhibitors of human PERK kinase. Q9NZJ5. CHO PERK-DD fusion, SEAP luminescence translation reporter. inhibition, % at 5.6 µM. 0.17% of 220,000 active;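 active = inhibition above the mean inhibition of all tested compounds plus 3 SD, set separately per screening campaign, cut at about 2.9% in these data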;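 also: PERK kinase domain activated by AP20187 dimerizer at 100 nM; 0% = DMSO with dimerizer and 100% = rapamycin at 8.4 µM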
EP2 mod: modulators of human EP2 prostaglandin E2 receptor; EP2-expressing cells, cAMP HTRF FRET, PGE2 co-stimulation; AID 940; P43116; 0.83% of 260,000 active; induction, % at 25 µM;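 active = compounds whose cAMP rise, as percent of the full-agonist control response, exceeds 60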;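 also: rat C6 glioma line stably carrying human EP2 under a CMV promoter; the protocol text gives 20 µM as final concentration; 100% = response of wells given 1 µM PGE2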
Target sequence (P43116 whole entry, looked up): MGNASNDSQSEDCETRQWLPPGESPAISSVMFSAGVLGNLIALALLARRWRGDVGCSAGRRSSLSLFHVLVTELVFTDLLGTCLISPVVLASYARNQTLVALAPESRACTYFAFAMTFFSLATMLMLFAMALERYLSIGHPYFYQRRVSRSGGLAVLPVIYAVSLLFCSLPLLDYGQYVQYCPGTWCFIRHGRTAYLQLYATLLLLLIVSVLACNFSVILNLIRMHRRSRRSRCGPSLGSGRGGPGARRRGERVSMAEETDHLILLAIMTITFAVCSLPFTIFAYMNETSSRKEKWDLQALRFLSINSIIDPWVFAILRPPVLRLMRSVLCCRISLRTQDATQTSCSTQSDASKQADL
Ba/F3 V617F tox: lowers viability of Ba/F3 cells expressing EpoR and JAK2V617F | ATP luminescence | inhibition, % at 5.6 µM | 1.1% of 220,000 active;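 active = inhibition above the campaign mean plus 3 SD over all tested compounds, cut at about 24% in these data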;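 also: cytokine-independent growth of Ba/F3 cells driven by EpoR plus mutant JAK2; 0% = DMSO-treated cells and 100% = JAK inhibitor I control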
* hit, by the source's call; i = inactive; . = no result given; & = joins results of further samples.

The opening ten records as a preview:
Molecule	BaF3 parental	TRPML3 agonist	S1P4 agonist	m-calpain inh	S1P4 antag	TRPN1 ag	PERK inhibitor	EP2 mod	Ba/F3 V617F tox
COc1ccc(N2C(=O)CCC(C(=O)N3CCCCC3)C2c2ccc(F)cc2)cc1 (configuration not stated)	2	-0.9	0.7	19	2	0.7	0.7	23	6
COC(=O)COc1nc(C)c2c(c1C#N)CC(C)(C)OC2	2	-0.5	-1.2	-16	6	0.2	0.8	6	-5
Nc1ccc(SCC(=O)Nc2cccc([N+](=O)[O-])c2)cc1	1	0.4	-0.7	-16	0	0.9	0.7	-28	-4
COc1ccccc1NC(=O)CSC1=NCCN1	-2	0.6	-0.3	-12	-4	0.8	0.9	23	-4
O/N=C1\CCCCc2ccccc21	-4	0.4	0.8	0	-1	-0.9	0.2	9	0
Cc1nnc2ccc(N3CCN(c4ccccn4)CC3)nn12	1	-0.2	1.0	13	-6	0.4	1.2	-20	-3
COc1ccc(-c2nnc(NC(=O)C3=COCCO3)o2)cc1	11	0.7	-0.1	18	-11	1.1	0.6	10	4
Cc1noc(C)c1CSc1ncnc2sc3c(c12)CCC3	7	1.1	-1.0	26	-12	-0.6	1.0	68*	-2
CC(=O)Nc1ccc(NC(=O)Cn2c(=O)n(-c3ccc(F)cc3)c(=O)c3oc4ccccc4c32)cc1	6	0.6	-0.6	-5	7	-0.1	1.2	-15	2
CCCCOc1ccc(CSC2=NCCN2)cc1[N+](=O)[O-]	8	1.1	-1.0	8	-8	2.0	0.3	-24	0

Results, repeating the preview:
Molecule	BaF3 parental	TRPML3 agonist	S1P4 agonist	m-calpain inh	S1P4 antag	TRPN1 ag	PERK inhibitor	EP2 mod	Ba/F3 V617F tox
COc1ccc(N2C(=O)CCC(C(=O)N3CCCCC3)C2c2ccc(F)cc2)cc1 (configuration not stated)	2	-0.9	0.7	19	2	0.7	0.7	23	6
COC(=O)COc1nc(C)c2c(c1C#N)CC(C)(C)OC2	2	-0.5	-1.2	-16	6	0.2	0.8	6	-5
Nc1ccc(SCC(=O)Nc2cccc([N+](=O)[O-])c2)cc1	1	0.4	-0.7	-16	0	0.9	0.7	-28	-4
COc1ccccc1NC(=O)CSC1=NCCN1	-2	0.6	-0.3	-12	-4	0.8	0.9	23	-4
O/N=C1\CCCCc2ccccc21	-4	0.4	0.8	0	-1	-0.9	0.2	9	0
Cc1nnc2ccc(N3CCN(c4ccccn4)CC3)nn12	1	-0.2	1.0	13	-6	0.4	1.2	-20	-3
COc1ccc(-c2nnc(NC(=O)C3=COCCO3)o2)cc1	11	0.7	-0.1	18	-11	1.1	0.6	10	4
Cc1noc(C)c1CSc1ncnc2sc3c(c12)CCC3	7	1.1	-1.0	26	-12	-0.6	1.0	68*	-2
CC(=O)Nc1ccc(NC(=O)Cn2c(=O)n(-c3ccc(F)cc3)c(=O)c3oc4ccccc4c32)cc1	6	0.6	-0.6	-5	7	-0.1	1.2	-15	2
CCCCOc1ccc(CSC2=NCCN2)cc1[N+](=O)[O-]	8	1.1	-1.0	8	-8	2.0	0.3	-24	0
S=C1NCN(C2CCCCC2)CN1c1ccccc1	-1	0.5	1.9	-15	-18	-0.1	1.5	5	-7
COc1cc(CNCc2ccncc2)cc(Br)c1OCc1ccccc1F	3	1.0	1.2	-32	-10	2.1	-0.6	-30	6
CCC1(C)Cc2c(sc3nc(SC)nc(N)c23)CO1 (configuration not stated)	5	0.9	-1.6	-4	-19	0.3	-0.3	-50	2
CCOC(=O)CSc1nnc(Cc2ccccc2)n1-c1cccc(Cl)c1	2	-0.9	0.0	-15	-11	-1.4	1.1	10	-2
N#Cc1cccc(-n2nnnc2-c2ccccn2)c1	3	0.5	3.4	-9	-8	-0.9	0.7	32&-2	0
O=C(NN1C(=O)C2C3C=CC(C3)C2C1=O)c1ccncc1 (configuration not stated)	-10	1.1	1.0	-17	-30	-1.1	0.4	36	5
O=C(NCC1OCCc2ccccc21)c1ccc(NC(=O)c2ccccc2Cl)cc1 (configuration not stated)	0	0.4	1.9	-12	-12	3.6	-0.9	-35	-1
O=C(OCC(=O)N1CCc2ccccc21)c1ccccn1	5	0.8	-0.8	-6	-2	0.4	1.2	-4&16	0
CC(C#N)Sc1nnc(Nc2ccccc2)s1 (configuration not stated)	1	0.5	1.5	15	2	0.2	-0.7	-1	4
COc1ccc(N=c2cc(-c3ccc(O)cc3)oc3ccccc23)cc1	2	1.1	1.4	-10	-8	-0.9	-0.1	-45	2
COc1ccc(-c2nnc3ccc(SC)nn23)cc1	10	-1.0	0.7	-52	-13	1.9	0.0	10	1
CCOc1cc(C(=O)NCC(=O)N/N=C/c2sccc2C)cc(OCC)c1OCC	7	-0.3	-0.8	9	-8	0.1	-0.1	-7	2
O=C(O)CC1SC(=Nc2cccc(O)c2)NC1=O (configuration not stated)	2	0.7	0.7	-47	0	1.2	0.6	20	-4
N=C1C(c2nc3ccccc3c(=O)[nH]2)=C(O)CN1c1ccccc1	3	1.0	2.6	-185	1	-0.4	-0.5	-44	2
COc1cccc2c(=O)cc(C)n(CC(=O)Nc3ccc(Br)cc3)c12	-2	0.8	-2.0	2	-5	-1.0	1.6	-32	-2
CCNc1ccc(S(=O)(=O)NCCN(C)C)cc1[N+](=O)[O-]	3	1.2	-0.9	-2	-17	0.1	0.4	30	-1
CC(C)CCc1noc(CN(CC2CCC2)CC2CCCO2)n1 (configuration not stated)	1	-0.5	-1.4	2	7	0.9	0.8	-28	3
COc1cccc(NC(=O)Nc2ccc3c(c2)N(C)C(=O)CS3)c1	2	0.8	-0.3	-21	-13	1.2	-1.2	-36	-1
COC(=O)C1=C(N)OC2=C(C(=O)CC(C)(C)C2)C1c1cccnc1 (configuration not stated)	3	0.5	-0.2	4	-1	2.4	0.2	8	2
COC(=O)C(CCSC)NC(=O)CNS(=O)(=O)c1ccc(Br)cc1 (configuration not stated)	-1	0.4	0.0	-13	-15	-0.4	0.0	24	-4
CCn1c(SCC(=O)Nc2nc(C)c(C)s2)nnc1-c1cccs1	6	0.4	-2.5	34	-4	-0.6	0.1	12	-3
CCCn1c(C(O)c2ccc(OCC)cc2)nc2ccccc21 (configuration not stated)	2	-0.6	-1.3	19	-21	-1.7	-1.0	19	-3
O=C(CSc1ccc2nnc(-c3ccc(F)cc3)n2n1)NCC1CCCO1 (configuration not stated)	3	0.2	1.4	.	-1	0.9	1.0	.	0
Cc1c(C#N)c(=O)oc2ccc3ccccc3c12	3	0.3	0.9	i	-15	0.5	-1.4	-1	2
Oc1ccc(-c2csc(-c3cccnc3)n2)cc1O	37*	-0.6	-0.4	-2	15	-0.3	0.7	-10	41*
COc1ccc(N(CCC(=O)O)S(=O)(=O)c2ccc(C)c(C)c2)cc1	-5	-0.7	0.2	-8	5	1.7	1.7	7	-2
CNCC(O)Cn1c2c(c3ccccc31)CCCC2 (configuration not stated)	2	0.7	-0.2	12	-21	0.3	0.7	-73&-8	-3
Cc1ccc(N=C(NO)c2nonc2N)c(C)c1	3	0.2	1.3	-3	-8	-0.1	2.4	-7	1
Cc1nccn1CCCNC(=O)CC1C(=O)NCCN1Cc1ccc(Cl)c(F)c1 (configuration not stated)	3	0.1	-1.5	-7	-11	-1.3	0.8	-10	-4
CCCN1CNC(=S)N(c2cccc(C)c2)C1	1	0.6	-1.1	13	-5	1.1	-0.3	-1	-3
CCOc1ccc(CN2CCNC(=O)C2CC(=O)O)cc1 (configuration not stated)	8	0.8	-0.3	-28	-7	1.1	0.6	9	5
O=C(Oc1ccccc1C(=O)N1CCOCC1)c1ccccc1	6	-0.5	-0.3	-13	-15	0.9	0.9	21	1
CCN(CC)C(=S)Nc1ccc(Cl)c(Cl)c1	32*	-0.7	0.5	22	-13	-0.9	-1.0	-16	18
S=C(NCCC(c1ccccc1)c1ccccc1)Nc1ccccc1Cl	2	-0.1	1.3	-7	-10	-1.1	2.4	18	2
O=C(OCc1nc2ccc(Cl)cc2n1CCO)c1ccc2c(c1)OCO2	1	0.1	0.0	6	-32	0.6	-2.0	-52	4
CCOc1ccc(C(CC(=O)O)NC(=O)C23CC4CC(CC(C4)C2)C3)cc1 (configuration not stated)	-3	0.6	0.3	-4	-7	1.2	0.2	16	-2
CCCC1O[C@@H]2CC3C4CCC5=CC(=O)C=C[C@]5(C)C4C(OC(C)=O)C[C@]3(C)[C@]2(C(=O)COC(C)=O)O1 (some centres not stated)	3	-0.2	-2.5	-21	14	-1.5	-0.3	37	25*
CCC(C)(C)C1CCC(=NNS(=O)(=O)c2ccc(C)c([N+](=O)[O-])c2)CC1 (configuration not stated)	-3	1.1	2.8	2	-14	0.7	0.6	1	-5
CCOC(=O)N/N=C(\c1ccccc1)C(O)c1ccccc1 (configuration not stated)	-2	-0.1	3.2	0	-2	-0.7	-0.3	25	-1
CC(C)Oc1ccc(CCc2n[nH]c(=S)n2Cc2ccccc2)cc1	13	-1.5	-0.2	53*	5	-1.7	1.0	29	1
O=C(Nc1cccc(F)c1)C1CCN(C(=O)Cc2ccccc2)CC1	4	0.3	-0.3	-2	-3	1.9	-1.0	-9	2
COc1ccc([N+](=O)[O-])cc1-n1cnnn1	5	0.8	-0.3	-32	-23	1.2	0.2	22	1
CCN(CC)S(=O)(=O)c1ccc(C(=O)OCCN2C(=O)c3cccc4c(N5CCOCC5)ccc(c34)C2=O)cc1	4	1.9	0.7	-132	-1	1.6	0.8	28	0
COc1ccc(OC)c(CCNC(=O)C(=O)Nc2ccc3nc4n(c(=O)c3c2)CCCCC4)c1	-3	0.4	0.3	20	-14	-0.1	-2.2	-27	1
CN(CC(=O)N1CCN(Cc2ccccc2)CC1)S(=O)(=O)c1cccc2nsnc12	-5	1.5	-0.8	10	-3	0.3	1.7	-7	-2
CCCCOCCCNC(=O)c1c(-c2ccccc2)noc1C	0	-1.3	1.0	10	-23	-0.2	-1.0	38	0
COC(=O)c1ccccc1OC(=O)c1cc[n+]([O-])cc1	5	0.8	-0.8	-12	1	1.0	-0.1	-1	0
O=C(NCCNCc1ccccn1)c1ccco1	2	0.8	-0.1	-17	-5	-0.1	1.9	19&20	-1
O=C(CSc1nc2sc3c(c2c(=O)[nH]1)CCC3)NCCO	0	0.6	-0.6	-19	-5	1.1	0.6	-17	0
Cc1cc(NC(=O)Nc2ccccc2[N+](=O)[O-])no1	0	0.3	2.7	30	-1	-0.6	0.9	-43	-3
Cc1nc(N/C(N)=N/S(=O)(=O)c2ccc([N+](=O)[O-])cc2)nc2ccccc12	7	-0.1	-0.4	-24	4	-1.6	-0.6	-23	2

Source: PubChem BioAssay
